Compound activity from PubChem.
m5-HT2A agonist = mouse HTR2A agonism via beta-arrestin recruitment; activation, % at 7.6 µM; 360,000 tested, 0.66% active; AID 624169; CHO-K1 mHTR2A beta-arrestin complementation, luminescence; percent of 30 µM serotonin response; P35363;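 active = activation above a run cutoff, the mean activation of all tested compounds plus 3 SD, cut at about 14% in these data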;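 note: 0% = plate median of compound wells and 100% = 30 µM serotonin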
Cardio protect = protects H9c2 cardiomyocytes from peroxide injury | H2O2 injury protection, ATPLite, 2 h | protection from H2O2 cell death, % at 20 µM | 360,000 tested, 0.63% active | AID 588492;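 active = compounds giving at least 50% protection of heart cells from peroxide-induced death in the single-dose screen, raw or plate-pattern-corrected value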;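 note: 0% = DMSO wells with peroxide and 100% = DMSO wells without peroxide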
MC4R antagonist = blocks human MC4R cAMP signaling | P32245 | MC4R-expressing cells, MTII-stimulated cAMP, LANCE TR-FRET | inhibition, % at 6.5 µM | 360,000 tested, 0.48% active | AID 540295;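 active = inhibition above its plate's cutoff, the mean of tested wells on that plate plus 3 SD, cut at about 29% in these data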;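 note: 0% = Melanotan II alone and 100% = Melanotan II plus saturating MCL0020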
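Assay system: U2OS-MC4R stable cell line; Also added: Melanotan II; Technique: Eu-cAMP/anti-cAMP TR-FRET, emission 671 nm; Times: 30-min compound, 1-h challenge, 1-h detection, room temperature.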
aDG glyco act = increases alpha dystroglycan glycosylation; AID 624168; Pro5-aDG cells, alpha-DG glycosylation AlphaScreen (IIH6); 0% Pro5, 100% B10-LARGE cell signal; 360,000 tested, 0.22% active; activation, % at 10 µM;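 active = activation of at least 8% versus controls, or a plate z-score of at least 8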;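 note: Pro5 are CHO cells carrying HIG-tagged alpha-DG that lacks glycosylation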
MC4R barr agon = agonists of human melanocortin 4 receptor (MC4R) beta-arrestin; U2OS MC4R beta-arrestin complementation, luminescence; percent of melanotan II response, DMSO zero; P32245; activation, % at 8.9 µM; 360,000 tested, 0.98% active;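 active = activation above a per-plate cutoff, the mean activation of sample wells on that plate plus 3 SD, cut at about 8% in these data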
ABHD5-PLIN5 inh = ABHD5-PLIN5 protein interaction inhibition; Q00G26+Q8WTS1; Split G. princeps luciferase complementation, luminescence, 4 h; inhibition, % at 4 µM; 360,000 tested, 0.78% active;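 active = inhibition above the mean inhibition across every tested compound plus 3 SD, cut at about 22% in these data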;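 note: 0% = DMSO only wells and the 100% control is not disclosed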
Target sequence (Q00G26 whole entry, looked up): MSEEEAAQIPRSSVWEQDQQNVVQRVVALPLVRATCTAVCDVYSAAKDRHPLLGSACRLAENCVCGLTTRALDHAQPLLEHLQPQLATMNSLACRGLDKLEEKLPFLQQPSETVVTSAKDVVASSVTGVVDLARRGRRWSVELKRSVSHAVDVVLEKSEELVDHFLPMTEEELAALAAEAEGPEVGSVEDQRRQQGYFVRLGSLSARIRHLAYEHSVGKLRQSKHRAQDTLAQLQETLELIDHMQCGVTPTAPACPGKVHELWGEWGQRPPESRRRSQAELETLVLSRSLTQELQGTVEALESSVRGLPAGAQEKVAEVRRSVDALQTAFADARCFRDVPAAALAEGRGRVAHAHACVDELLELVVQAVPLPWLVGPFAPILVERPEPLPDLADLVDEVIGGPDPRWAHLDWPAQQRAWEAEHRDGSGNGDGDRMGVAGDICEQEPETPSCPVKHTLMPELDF
Target sequence (Q8WTS1 whole entry, looked up): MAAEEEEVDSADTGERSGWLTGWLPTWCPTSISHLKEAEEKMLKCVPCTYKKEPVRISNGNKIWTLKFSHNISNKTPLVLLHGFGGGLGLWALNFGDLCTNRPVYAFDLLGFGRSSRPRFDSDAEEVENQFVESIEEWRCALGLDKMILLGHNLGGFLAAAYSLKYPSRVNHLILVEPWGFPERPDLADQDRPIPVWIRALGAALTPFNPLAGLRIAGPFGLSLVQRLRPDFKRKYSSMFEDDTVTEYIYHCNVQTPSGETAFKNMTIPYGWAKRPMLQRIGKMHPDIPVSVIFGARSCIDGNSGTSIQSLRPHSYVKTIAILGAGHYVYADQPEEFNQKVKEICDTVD
Exocytosis inh = lytic granule exocytosis inhibition; TALL-104 LAMP-1 surface exposure, flow cytometry; cells stimulated with thapsigargin and PMA; inhibition, % at 10 µM; 360,000 tested, 0.66% active;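 active = inhibition above about 55%, limit read from the data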
hiPSC survival = enhancers of human iPSC single-cell survival. AID 602274. 360,000 tested, 0.044% active. hiPSC single-cell survival, ATPlite luminescence; 100% = ROCK inhibitor wells, 0% = DMSO. survival enhancement, % at 20 µM; in the data active = survival enhancement above about 18%;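 note: cells exposed to compounds for 16 hours before the ATP read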
ABCB6 inh 2 = human ABCB6 transporter inhibition | Q9NP58 | AID 602162 | fluorescence ratio to DMSO, % at 10 µM | K562-ABCB6 porphyrin accumulation, flow cytometry, 1 h; active compounds read low | 360,000 tested, 0.19% active;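 active = fluorescence ratio to DMSO below 75%, the collection mean minus 3 SD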;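 note: signal is porphyrin accumulated inside mitochondria; 100% equals median channel fluorescence of DMSO control wells; lower ratio means ABCB6 inhibition with less porphyrin fluorescence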
Glyco luc inh = blocks N-linked glycosylation in D54 reporter cells; D54 ERlucT glycosylation luciferase reporter, 24 h; percent of 100 nM tunicamycin response; reporter increase, % at 12.5 µM; 360,000 tested, 0.23% active; AID 588692;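 active = mean luciferase reporter signal, scaled so untreated is 0 and the glycosylation-blocking control 100, at or above a set limit in every replicate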;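 note: luciferase carries N-glycosylation sites so blocking glycosylation raises the light; 0% = median of neutral control wells and 100% = median of 100 nM tunicamycin wells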
The depositor's hits bear a star; . = not tested or not shown.

SMILES	m5-HT2A agonist	Cardio protect	MC4R antagonist	aDG glyco act	MC4R barr agon	ABHD5-PLIN5 inh	Exocytosis inh	hiPSC survival	ABCB6 inh 2	Glyco luc inh
N=c1c(C(=O)NCc2ccco2)cc2c(=O)n3ccccc3nc2n1CC1CCCO1 (stereo not drawn)	-5	10	0	0.3	2.1	28*	-1	4.7	96	1
CN(C)/C=N/c1nc2ccc3c(c2s1)CCCC3	-3	-8	12	-0.2	0.8	5	-3	-2.8	101	-5
O=C(CCn1nnc2ccccc21)N/N=C\Cc1ccccc1	5	5	17	0.1	-2.3	2	3	2.4	108	-1
C=CCn1c(SCC(=O)Nc2cccc3ccccc23)nnc1-c1cnccn1	-1	5	-5	0.9	-1.2	3	1	-1.6	97	-1
COc1ccc2c(CC(=O)NC3CCCc4ccccc43)coc2c1 (stereo not drawn)	0	-6	5	0.4	-1.4	-1	-4	0.4	98	-3
C/C=C/C(=O)OCC(=O)Nc1cccc(F)c1	4	-10	5	0.5	-4.6	-2	1	0.1	102	0
CCOc1cccc(/C=N/Nc2ccc(S(=O)(=O)N(CC)CC)cn2)c1O	-3	57*	20	1.6	2.4	-1	-4	-1.2	90	-14
CCC(=O)OCC(=O)Nc1cc([N+](=O)[O-])ccc1OC	0	1	-5	-0.2	-0.6	3	-1	-0.6	98	2
O=C(COc1ccccc1F)NNC(=O)Cn1c(=O)cnc2ccccc21	1	6	12	-0.1	0.3	5	8	1.2	99	-1
C/C(N)=C(/C#N)C(=O)COC(=O)CSc1ccccc1	9	-7	8	-0.2	-1.9	7	-3	-2.5	96	0
COc1ccc(-c2cc3c(c4c2ccn4C)C2CCC3C2)cc1F (stereo not drawn)	5	-6	.	-0.2	.	9	-3	-0.5	112	-2
NNc1nnc(-c2ccccc2)c(-c2ccccc2)n1	4	20	-5	-0.2	-1.9	0	0	-1.8	96	-1
CN1CCCN(C(=O)C2CCC(C(=O)N3CCCN(C)CC3)CC2)CC1 (stereo not drawn)	3	1	-2	0.1	-2.5	5	-3	-0.6	99	2
CC1Cc2cc(S(=O)(=O)N3CCCC(C(=O)N4CCCCC4)C3)ccc2N1C(=O)C1CC1 (stereo not drawn)	1	-3	4	0.2	-1.9	-5	-1	-0.5	97	-1
Cc1ccc(OCC(=O)Nc2ccccc2C(=O)NC2CC2)cc1	3	8	3	0.0	-1.7	9	4	-1.0	100	0
CSc1ncc(CNc2cc([N+](=O)[O-])ccc2C)c(N)n1	2	-2	-1	1.0	1.2	-1	0	1.5	101	5
Cc1ccccc1C(=O)N1CCN(c2ccc(NC(=O)c3cccnc3Cl)cc2)CC1	-2	-20	4	0.4	1.1	0	5	-0.9	99	-9
Cc1ccc(S(=O)(=O)N2CCCOC2CNC(=O)C(=O)NCc2ccccn2)cc1 (stereo not drawn)	0	-4	18	0.0	-1.4	8	3	0.2	98	.
O=C(Nc1ccc(Oc2ccccc2)cc1)c1csc([C@@H]2O[C@H](CO)[C@H](O)[C@H](O)[C@H]2O)n1	-7	3	8	0.3	-5.0	-5	14	-0.8	92	2
CCCCNC(=O)c1nn2c(C(F)(F)F)cc(-c3ccccc3)nc2c1Br	-1	2	-1	0.3	1.2	-1	1	-0.4	99	-3
COc1ccc(CCN2C(=O)CC(Cc3cccc(C)c3)C2=O)cc1OC (stereo not drawn)	-2	2	-3	0.2	-1.3	0	13	-0.5	89	-3
O=C(CSc1nc2ccccc2[nH]1)c1cccs1	3	8	-2	0.5	-0.2	-7	2	-0.1	93	-4
C/C(=N\Nc1nc(C)cc(-c2ccccc2)n1)c1ccc(O)cc1	1	-9	-2	0.6	0.2	1	-2	-0.9	105	2
CC(c1nc2ccccc2n1Cc1ccccc1)n1c(-c2cnccn2)nc2ccccc21 (stereo not drawn)	-2	.	.	-0.1	.	16	0	.	.	.
COc1ccc2c(c1)c1nc3n(c(=O)c1n2CC(=O)Nc1ccccc1)CCS3	9	2	-10	-0.2	-2.6	0	0	1.8	96	-1
Nc1ccc(-c2nc3ccccc3[nH]2)cc1	4	-4	15	0.0	-0.3	-3	-3	-2.5	106	1
COC(=O)Cc1nc(NC(=O)c2cccs2)sc1C	-2	-7	10	0.0	-1.3	4	3	-0.4	92	0
CC(=O)/C=C(\C)NCCNc1c(F)c(F)c(CO)c(F)c1F	3	1	6	-0.3	-0.9	15	4	3.0	100	-1
Cc1cc(C)c2ccc(=S)[nH]c2n1	8	1	-8	-0.1	1.0	2	-2	-0.2	98	-1
CN(C)CCNC(=O)/C(=C/c1ccc(-c2ccc(Cl)cc2Cl)o1)NC(=O)c1ccccc1	-4	-20	4	-0.5	5.4	35*	28	-3.0	96	-13
CC1CCc2sc(C(=O)NCc3ccccn3)cc2C1 (stereo not drawn)	-10	-4	0	-0.3	4.6	5	-3	-0.4	105	1
O=C(NCc1ccccc1)C1CCC(=O)N(CC2CCCCC2)C1 (stereo not drawn)	6	-7	3	-0.1	-0.1	0	6	0.9	104	0
CN1C=CC=C/C1=C1\SC(=S)N(Cc2ccccc2)C1=O	-2	-2	-7	0.4	0.1	1	-1	0.4	103	-1
COc1ccc2c(c1)CCc1c(C(=O)NCc3cccnc3)noc1-2	-2	-8	2	0.2	-1.6	-5	-1	-2.0	107	1
O=C(NC1CCCCC1)C(c1ccc2ncccc2c1)N(Cc1ccc(F)cc1)C(=O)c1ccc2c(c1)OCCO2 (stereo not drawn)	7	10	-5	0.7	-1.5	2	-2	-0.6	100	-5
O=C(Nc1nccs1)c1ccc(COc2ccccc2Cl)o1	-2	-1	1	1.2	0.5	-1	6	-0.7	99	0
Cc1ccccc1CN(CC1CCC(C(=O)O)CC1)C(=S)Nc1ccccc1F (stereo not drawn)	5	10	3	-0.5	-0.9	7	-2	-0.5	96	-1
Cc1cc(NC(=O)OC(C)(C)C)c(-n2nnnc2C(C(=O)c2ccccc2)N2CCOCC2)cc1C (stereo not drawn)	0	.	.	-0.2	.	-6	12	.	.	.
Cc1cccn2c(=O)c(C=O)c(N3CCN(C)CC3)nc12	-7	0	-1	0.0	-0.3	-5	0	-0.6	98	3
CC(C)(C)c1ccc(-n2nc(C#N)c(Cl)cc2=O)cc1	-5	-20	94*	-0.7	-2.7	32*	47	0.4	97	-13
CC(=O)c1ccccc1NC(=O)C1CC(=O)N(c2ccc3c(c2)OCCO3)C1 (stereo not drawn)	-1	10	-3	0.0	-1.7	7	5	0.8	96	-2
Cc1nnc(SCC(=O)Nc2cccc(Br)c2)s1	3	6	4	-0.2	-2.1	-2	-7	0.9	100	-1
O=C(COc1cc(F)ccc1[N+](=O)[O-])Nc1ccc(N2CCCCC2)cc1	0	-9	4	-0.5	3.4	-2	-8	1.4	98	1
CC(=O)Nc1ccc(NC(=O)CS(=O)(=O)c2cn(CC(=O)N3CCCCC3)c3ccccc23)cc1	0	3	12	0.0	-5.5	1	1	-0.1	93	0
CSCC[C@H](NC(=O)[C@@H]1Cc2ccccc2CN1)C(=O)Nc1ccc2c(c1)OCCO2	0	4	13	-0.3	-0.7	1	1	-0.5	105	-14
COc1ccc(N=Cc2c(O)c3ccccc3n2C(C)=O)cc1	5	-10	14	0.0	-0.6	-13	2	-0.6	96	-1
COCCNC(=S)NNc1ccccc1[N+](=O)[O-]	5	4	-5	0.2	-3.5	-12	-1	-2.0	97	-2
CC(O)CNc1nc2c(c(=O)n(C)c(=O)n2C)n1Cc1cccc(C(F)(F)F)c1 (stereo not drawn)	-4	8	4	-0.1	3.5	6	0	-1.7	86	0
Cc1nn(CC2CC2)c(=O)n1N(C)c1ncc(C(F)(F)F)cc1Cl	-2	1	18	0.0	-0.4	0	0	0.0	97	2
CCS(=O)(=O)N1CCCC(C(=O)NCc2ccccc2Cl)C1 (stereo not drawn)	-1	19	0	-0.1	-0.6	-4	-3	-3.8	103	-2
Cc1cnc(C(=O)OCC(=O)NC2CCCC(C)C2C)cn1 (stereo not drawn)	4	14	-5	0.0	-0.4	7	-1	0.2	101	1
COc1ccc(-c2nn(-c3ccccc3C)cc2CNCc2cccnc2)cc1F	1	10	10	0.1	-0.4	5	-1	-0.4	96	-1
COCCn1c(C)cc(C(=O)CSc2nc3ccccc3s2)c1C	5	-18	9	1.1	-3.1	2	-6	-1.4	90	-9
Cn1nc(C(=O)N2CCN(c3ccc(Cl)cc3)CC2)c2c1-c1ccccc1S(=O)(=O)C2	6	1	3	-0.1	-1.3	10	6	0.1	91	4
CC1(c2ccc(F)cc2)OC(=O)c2c1ccc1ccccc21 (stereo not drawn)	-7	-9	8	-0.1	0.1	2	0	2.5	96	-3
Cc1ccc(-c2nc(N)sc2CC(=O)OCC(=O)NCCC(C)C)cc1	-3	1	-4	-0.2	1.1	-1	2	-3.4	93	1
C=CCn1c(SCC(=O)NC(=O)NCc2ccco2)nc2sc(CC)cc2c1=O	2	2	-6	0.1	12*	9	-6	-2.3	101	-1
CCOc1ccccc1C(=O)Nc1cc(Cl)ccc1O	-9	-32	-2	0.0	-1.2	7	6	2.0	127	0
COCCN(C(=O)COC(=O)c1ccc2c(c1)OCO2)c1c(N)n(Cc2ccccc2)c(=O)[nH]c1=O	-1	3	7	1.7	2.3	-8	9	9.7	99	2
C=CC[C@@H](CC(=O)N[C@H](CO)Cc1ccccc1)C(=O)N[C@@H](COC(=O)[C@@H](CC=C)CC(=O)OC(C)(C)C)Cc1ccccc1	0	63*	20	0.3	2.2	1	10	-0.6	98	-3
New compounds follow
SMILES	m5-HT2A agonist	Cardio protect	MC4R antagonist	aDG glyco act	MC4R barr agon	ABHD5-PLIN5 inh	Exocytosis inh	hiPSC survival	ABCB6 inh 2	Glyco luc inh
CN(C)S(=O)(=O)N1CCC(Oc2ccc(C(=O)NCC(C)(C)CO)cc2)CC1	-2	-10	5	0.2	-0.5	-3	-1	0.7	109	0
CCOC(=O)CCNC(=O)N1CCCC(N(C)CCc2ccccc2)C1 (stereo not drawn)	-9	0	1	0.0	-0.8	6	4	0.4	96	2
CCN(C(=O)CSc1ncnc2c1cnn2-c1ccccc1)C1CCS(=O)(=O)C1 (stereo not drawn)	-7	2	7	3.0	-0.9	4	-5	-0.5	102	-5
COC(=O)c1ccc(/C=N/NC(=O)c2cccc(F)c2)cc1	-1	2	14	-0.3	0.1	-4	-6	1.6	96	2
CCc1cccc(NC(=O)Cc2ccc([N+](=O)[O-])cc2)c1	1	0	-2	0.3	-1.1	-3	-10	1.9	88	0
Cn1c(=O)c2c(nc(OCc3ccc4c(c3)OCO4)n2Cc2ccccc2Cl)n(C)c1=O	3	0	2	0.2	-1.5	0	-1	1.0	98	-1

Not a retest: 3 of the compounds above.
SMILES	m5-HT2A agonist	Cardio protect	MC4R antagonist	aDG glyco act	MC4R barr agon	ABHD5-PLIN5 inh	Exocytosis inh	hiPSC survival	ABCB6 inh 2	Glyco luc inh
CN(C)S(=O)(=O)N1CCC(Oc2ccc(C(=O)NCC(C)(C)CO)cc2)CC1	-2	-10	5	0.2	-0.5	-3	-1	0.7	109	0
CCOC(=O)CCNC(=O)N1CCCC(N(C)CCc2ccccc2)C1 (stereo not drawn)	-9	0	1	0.0	-0.8	6	4	0.4	96	2
CCN(C(=O)CSc1ncnc2c1cnn2-c1ccccc1)C1CCS(=O)(=O)C1 (stereo not drawn)	-7	2	7	3.0	-0.9	4	-5	-0.5	102	-5
